All columns: NCI-60 one-dose screen, growth in % after 48 h at 10 µM unless noted; 100 = growth as untreated, 0 = no growth, -100 = all killed.
SK-MEL-5: SK-MEL-5 melanoma; 6.4% of 80,000 active
EKVX: EKVX NSCLC. 3% of 71,000 active
HOP-92: HOP-92 NSCLC cells. 6.3% of 71,000 active. AID 1794738
SK-MEL-28: SK-MEL-28 melanoma; 4.1% of 81,000 active
A549/ATCC: A549/ATCC NSCLC | 3.7% of 81,000 active
HOP-62: HOP-62 NSCLC; 3.9% of 80,000 active
SK-MEL-2: SK-MEL-2 melanoma. AID 1794763. 4.7% of 77,000 active
M14: M14 melanoma. 6.2% of 80,000 active. AID 1794745
* = called active by the depositor; / = not tested or not shown; & = joins results of further samples; [ ] = another dose, or the depositor's remark. The calls were made as follows: active = growth percent below 10; inactive = the rest.

SMILES	SK-MEL-5	EKVX	HOP-92	SK-MEL-28	A549/ATCC	HOP-62	SK-MEL-2	M14
CCN1CCN(c2ccc(Nc3ncnc4c3nnn4CCc3cc(OC)cc(OC)c3)cc2)CC1	73	/	90	101	96	99	110	99
CC(C)NC1CCC(Nc2ccnc3cc(Cl)ccc23)CC1 (stereo unspecified)	91	97	47	101	91	78	116	93
Nc1ccc(I)cc1C(=O)O	97	/	/	107	102	112	103	97
COc1ccc(Cl)cc1NC(N)=S	104	105	92	108	103	110	107	105
CC(C)C1=C[C@@]23CC[C@@H]4[C@](C)(CCC[C@]4(C)C(=O)N4CCCC4)[C@H]2C[C@@H]1[C@H]1C(=O)CCC(=O)[C@H]13	80	81	83	96	87	103	95	99
C#CC[N+](CC)(CC)CC#CCC[N+](CC)(CC)CC#C	101	98	95	118	95	99	104	103
O=C(O)c1cccc2cccc(-c3c4ccc(=O)c(O)c-4oc4c(O)c(O)ccc34)c12	95	84	94	98	96	/	97	93
O=c1c2cc3ccccc3cc2[nH]c(=S)n1-c1ccc(S(=O)(=O)Nc2ccc(Cl)nn2)cc1	101	98	104	105	99	103	101	99
CN(c1ccc(C(=O)NCCSCc2ccco2)cc1)S(C)(=O)=O	107	/	99	108	101	103	95	107
COc1cc2c(c(OC)c1OC)C(=O)CC(c1cccc(NC(=O)c3ccc([N+](=O)[O-])cc3)c1)O2 (stereo unspecified)	37	77	54	84	73	72	68	60
Cc1cccc(C)c1C(=N)c1ccccc1Cc1ccccc1	102	/	73	102	78	115	129	97
C=CCCCOC(C)=O	106	106	89	117	92	97	114	99
COc1ccc(-n2c(SCC(=O)Nc3ccc(S(=O)(=O)Nc4cc(C)on4)cc3)nc3ccccc3c2=O)cc1	91	90	87	103	94	101	106	87
CS(=O)(=O)c1ccc(-c2nc3ccccn3c2/C=N/Nc2ccccc2)cc1	92	86	88	96	76	94	101	108
N#CC(C#N)N=Nc1ccc(Br)cc1	78	56	-34*	44	84	80	82	43
OCc1n(Cc2ccc3ccccc3c2)cc[n+]1Cc1ccc2ccccc2c1	-28*	83	-2.8*	25	69	75	68	42
O=c1cc(N2CCOCC2)oc2c(-c3ccc4c(c3)OCCO4)csc12	-7.0*	9.8*	12	22	13	15	/	12
CCc1c(C)c2ccc(O)c(NC(=O)Nc3cccc(Cl)c3)c2oc1=O	65	/	61	82	74	94	78	71
COc1cc(C(=O)Nc2cccc(C3CC(=O)c4c(cc(OC)c(OC)c4OC)O3)c2)cc(OC)c1OC (stereo unspecified)	77	102	63	108	84	57	68	89
O=C1Cc2cc(-c3nnc(Nc4nc5ccccc5s4)s3)ccc2N1	104	95	125	110	103	95	101	98

Random excerpt: four entries already listed
SMILES	SK-MEL-5	EKVX	HOP-92	SK-MEL-28	A549/ATCC	HOP-62	SK-MEL-2	M14
COc1cc(C(=O)Nc2cccc(C3CC(=O)c4c(cc(OC)c(OC)c4OC)O3)c2)cc(OC)c1OC (stereo unspecified)	77	102	63	108	84	57	68	89
COc1cc2c(c(OC)c1OC)C(=O)CC(c1cccc(NC(=O)c3ccc([N+](=O)[O-])cc3)c1)O2 (stereo unspecified)	37	77	54	84	73	72	68	60
Nc1ccc(I)cc1C(=O)O	97	/	/	107	102	112	103	97
C=CCCCOC(C)=O	106	106	89	117	92	97	114	99

Further results follow:
SMILES	SK-MEL-5	EKVX	HOP-92	SK-MEL-28	A549/ATCC	HOP-62	SK-MEL-2	M14
O=C(CCCCCCN1CC(=O)N2[C@H](c3ccc(Br)cc3)c3[nH]c4ccccc4c3C[C@@H]2C1=O)NO	26	57	31	34	80	52	60	47
Cc1c(C(=O)N[C@H]2CCCN(Cc3ccccc3)C2)[nH]c2ccc(Cl)cc2c1=O	84	84	76	108	87	98	89	97
Oc1ccccc1C=NCCSSCCN=Cc1ccccc1O	100	97	106	104	76	83	79	97
Cc1nc2scc(-c3ccc(Cl)cc3)n2c(=O)c1CCNc1ccc(S(=O)(=O)N=C(N)N)cc1	99	/	67	98	99	97	85	97
COc1cc(C2CC(c3cc(OC)c(OC)c(OC)c3)=NN2C(C)=O)ccc1Oc1ccnc2cc(Cl)ccc12 (stereo unspecified)	90	91	70	107	85	102	107	96
C=C(C)[C@@H]1CC[C@]2(C(=O)N3CCN(C)CC3)CC[C@]3(C)[C@H](CC[C@@H]4[C@@]5(C)CCC(=O)NC(C)(C)[C@@H]5CC[C@]43C)[C@@H]12	87	81	76	95	84	95	93	90
COC1=C[C@@]23CCC(=O)N2CCc2cc4c(cc2[C@H]3[C@H]1OC(=O)C(C)(C)O)OCO4	99	97	92	105	102	89	104	102
COc1ccc(C(=O)CCN2CCC(C)CC2)cc1	98	95	90	106	94	100	109	103
O=C(Nc1nccs1)c1ccc2ccc3ccc(C(=O)Nc4nccs4)nc3c2n1	81	90	102	105	82	83	89	83
COc1cc2c(cc1OCCCOC1=C=C=C(c3ccc4c(c3)c3cc(-c5ccc(OCCCOc6cc7c(cc6OC)C(=O)N6CCC[C@H]6C=N7)cc5)ccc3n4S(=O)(=O)c3ccc(C)cc3)C=C1)N=C[C@@H]1CCCN1C2=O	39	94	69	65	56	54&116	-21*	22
CCOc1ccccc1/C=N/N1CCCCCC1	94	97	87	107	117	97	113	107
Cn1cccc([N+](=O)[O-])c1=O	99	/	106	114	97	108	104	91
N/C(=N\c1nc2ccccc2s1)NC(=O)Nc1ccccc1F	0.0*	37	19	57	47	0.2*	11	31
Cc1c(C(N)=O)sc2ncn(CC(=O)NN=C3CCCCC3)c(=O)c12	106	97	/	118	111	104	5.3*	105
COc1cc(C2CC(c3cc(OC)c(OC)c(OC)c3)=NN2c2ccccc2)ccc1OCc1ccccc1 (stereo unspecified)	/	95	103	111	101	118	96	102
Nc1cc(Br)c(-c2nnc(CCC(=O)c3nc4ccccc4[nH]3)o2)c(Br)c1	48	96	26	65	91	82	34	80
COc1ccc(OC)c(/C=C2\COc3ccc(O)cc3C2=O)c1	/	103	94	95	101	108	100	/
O=C(Nc1ccccc1Cl)NN1CCCCCC1	100	98	91	115	101	95	95	111
CCCC1O[C@@H]2CC3C4CCC5=CC(=O)C=CC5(C)C4[C@@H](O)CC3(C)[C@]2(C(=O)CO)O1 (stereo partly specified)	83	41	96	114	58	106	103	105
N#Cc1c(Nc2ccccc2)nn2c(-c3ccc(Br)cc3)ccnc12	97	97	73	101	96	105	/	105

Copied from the results shown, 3 compounds:
SMILES	SK-MEL-5	EKVX	HOP-92	SK-MEL-28	A549/ATCC	HOP-62	SK-MEL-2	M14
CCN1CCN(c2ccc(Nc3ncnc4c3nnn4CCc3cc(OC)cc(OC)c3)cc2)CC1	73	/	90	101	96	99	110	99
CC(C)NC1CCC(Nc2ccnc3cc(Cl)ccc23)CC1 (stereo unspecified)	91	97	47	101	91	78	116	93
Nc1ccc(I)cc1C(=O)O	97	/	/	107	102	112	103	97

(list continues)
SMILES	SK-MEL-5	EKVX	HOP-92	SK-MEL-28	A549/ATCC	HOP-62	SK-MEL-2	M14
COc1ccc2sc3cc(Cl)ccc3c(=O)c2c1	100	52	95	111	104	95	101	98
O=Cc1ccc(/C=C2/SC(=O)NC2=O)cc1	100	100	87	101	112	103	96	90
COc1cc2c(cc1OC)-n1c(cnc1-c1ccccc1)N1NC(=O)CN=C21	85	/	93	105	103	89	98	93
N#Cc1nc(-c2ccc(Cl)cc2)oc1N1CCCCC1	93	87	88	99	96	102	101	111
CC1=C(C)C(=O)C(N2CCOCC2)=CC1=O	85	95	104	104	96	102	99	96
Cn1cnc2c(N3CCN(C(=O)c4cc5ccccc5[nH]4)CC3)nc(Cl)nc21	22	52	59	80	72	60	89	82
O=C(Nc1ccc([N+](=O)[O-])cc1NC(=O)c1ccccc1)c1ccccc1	100	93	48	121	100	100	134	98
O=C(CN1CCCCC1)Sc1nnc2sc3ccccc3n12	99	104	/	120	109	90	109	98
Nc1cc(F)c(-c2ccc(F)cc2)cc1NC(=O)N1Cc2nccnc2C1	95	68	98	84	94	78	88	98
C#COC(CC)CCCCC (stereo unspecified)	103	117	94	100	112	106	99	97
O=c1cc(-c2sc(N3CCCC3)nc2-c2ccccc2)c2cc(Cl)ccc2o1	95	84	88	97	88	67	83	78
O=C1OC(c2ccc(Cl)cc2)(c2ccc(Cl)cc2)c2ccccc21	/	110	102	119	88	116	111	108
CC(=O)Nc1c(Nc2ccccc2)[nH]c(C)nc1=S	103	101	88	107	100	97	103	107
O=[N+]([O-])c1ccc(Br)c(Br)c1	103	106	94	116	97	91	112	105
Cc1ccc(Sc2ccc3[nH]c(=O)[nH]c(=O)c3c2)cc1	96	117	/	95	96	110	99	108
Cn1c2ccc(Cl)cc2c2nn(C(=O)c3ccccc3)c(=O)nc21	/	/	/	125	113	101	100	99
CC12CCC(CC1)C2(C)C	107	106	/	120	/	128	117	106
OCc1cnc(C2OCCO2)s1	105	100	110	114	108	95	101	99
CC1=C(C)C(=O)C(C(CCCCCC(=O)O)c2ccccc2)=C(C)C1=O (stereo unspecified)	105	100	102	111	101	/	/	101
Nc1nc2ccccc2c2c(=O)c3ccc(Cl)cc3sc12	104	89	84	110	95	99	106	94
O=S(=O)(Nc1ccc(F)c(F)c1)c1ccc(-c2ccc(F)cc2F)cc1	67	83	64	114	87	77	94	95
Cc1ccc(C(=O)NNC(=O)c2ccccc2)cc1	109	106	103	106	102	109	106	106
CCCCCCN(CCCCCC)CCCNc1nccc2ccccc12	-91*	/	-15*	13	14	64	21	-41*
COc1ccc(NC(=O)c2sc3c(=O)[nH]cnc3c2C)cc1	105	104	/	120	106	121	112	106
Clc1ccccc1N=Nc1ccccn1	101	95	102	101	104	99	112	107
CCN(CC)CCOC(=O)c1ccc(C)cc1	107	104	92	124	105	106	123	116
O=C(Cn1cc(COc2ncnc3sc4c(c23)CCCC4)nn1)Nc1ccccn1	/	89	101	100	93	113	92	95
COC(=O)C1(C)CCC[C@]2(C)[C@H]3C[C@H]4C(C(C)C)=C[C@]3(CC[C@@H]12)[C@H]1[C@@H]4[C@@H](OCC#Cc2ccc([N+](=O)[O-])cc2)CC[C@@H]1OCC#Cc1ccc([N+](=O)[O-])cc1 (stereo partly specified)	88	80	70	109	94	100	104	95
O=C(Cn1cc(COc2ncnc3c2cnn3-c2ccccc2)nn1)Nc1ccc([N+](=O)[O-])cc1	89	91	80	96	93	93	97	88
C#Cc1cccc(NC(=O)c2cccc(NC(=O)CCl)c2)c1	-94*[8.25 µM]	86[8.25 µM]	-65*[8.25 µM]	37[8.25 µM]	1.7*[8.25 µM]	-25*[8.25 µM]	31[8.25 µM]	0.9*[8.25 µM]
CCCCCCCCCCCCNC(=O)[C@H]1CSC(c2cc(Br)cs2)N1 (stereo partly specified)	53	-64*	62	-82*	71	-97*	-59*	-83*
CC(=O)OC1CC2CCC1(c1ccccc1)C2 (stereo unspecified)	/	91	78	105	100	101	112	122
N#CC(c1ccc([N+](=O)[O-])cc1)C(CC(=O)c1ccccc1)c1ccccc1 (stereo unspecified)	92	94	78&90	99&102	81&77	89&105	93&72	78&86
COc1ccc(CCN(Cc2cc(OC)c(OC)c(OC)c2)c2c(NC3CCCCC3)oc(=O)c3ccccc23)cc1OC	100	/	82	97	92	102	107	110
O=P(O)(O)c1ccccc1Br	105	96	128	106	97	128	114	103
COc1ccc(Nc2csc(Nc3cnccn3)n2)cc1	101	100	109	111	106	103	101	109
COc1ccc(/C=C/C(=O)c2ccc(Nc3ncnc4ccccc34)cc2)cc1OC	92	78	74	98	68	93	124	65
CC(=O)NCc1cc(C)c(C)cc1C	104	/	/	103	/	106	98	105
O=c1cc(Cn2cnc3c(NCc4ccco4)ncnc32)c2cc(Br)ccc2o1	106	104	111	106	100	95	107	96
CC(C)CCOC(=O)Nc1cccc(Cl)c1	106	/	103	105	87	87	97	112
Cn1c(=O)c2c(nc(N3CCCCC3)n2C)n(C)c1=O	125	106	/	107	96	107	/	103
c1cc(OCCN2CCCCC2)ccc1CNc1ccc2nc(CCC3CCCCC3)[nH]c2c1	-99*	76	27	-87*	42	54	-11*	-75*
CCOC(=O)C1=C(C(=O)c2ccc(OC)cc2)C(c2c(Cl)cccc2Cl)C(C(=O)c2ccc(OC)cc2)=C(C(=O)OCC)N1	100	88	96	106	110	103	120	95
Cc1cc(Cl)c(O)c(CN(Cc2cc(C)cc(Cl)c2O)C2CCCCC2)c1	99	102	80	110	100	99	95	96
COc1ccc(S(=O)(=O)N2C(=O)N(S(=O)(=O)c3ccc(OC)cc3OC)[C@H](OC)[C@H]2OC)c(OC)c1	109	108	/	116	104	97	112	104
COc1ccccc1-n1cc(C#N)c(N)c1C(=O)c1ccc(Cl)cc1Cl	17	30	44	57	42	38	-51*	20
C#Cc1c2c(c(OC)c3c1OCO3)[C@H]([C@H]1OC(=O)c3c1ccc(OC)c3OC)N(C)CC2	93	90	91	95	65	72	68	71
Cn1cc(-c2nc3ccccc3[nH]2)c2cccnc21	95	96	92	108	98	92	91	100
CCOc1ccc(/C=C/C=N/NC(N)=S)cc1	96	96	89	102	86	106	108	96
CC[C@]12C=CCN3CC[C@@]4(c5ccc(OC)cc5N(C)[C@H]4[C@@](O)(C(=O)OC)[C@@H]1OC(=O)CCCBr)[C@@H]32	84	91	78	105	89	101	103	96
Cc1cc(=O)oc2cc(OCc3c(F)cccc3Cl)ccc12	80	89	66	97	87	58	90	98
O=C(CSc1ccc(-c2nc3ccccc3[nH]2)cn1)N1CCN(c2ccccc2F)CC1	-33*	54	72	88	81	90	88	60

Some of the entries so far, in markdown:
| smiles | SK-MEL-5 | EKVX | HOP-92 | SK-MEL-28 | A549/ATCC | HOP-62 | SK-MEL-2 | M14 |
| --- | --- | --- | --- | --- | --- | --- | --- | --- |
| CCOc1ccc(/C=C/C=N/NC(N)=S)cc1 | 96 | 96 | 89 | 102 | 86 | 106 | 108 | 96 |
| CC[C@]12C=CCN3CC[C@@]4(c5ccc(OC)cc5N(C)[C@H]4[C@@](O)(C(=O)OC)[C@@H]1OC(=O)CCCBr)[C@@H]32 | 84 | 91 | 78 | 105 | 89 | 101 | 103 | 96 |

Screens as filed in PubChem.
